Screens as filed in PubChem BioAssay.
ERp5 block – blocks human ERp5 reductase activity on insulin. inhibition, % at 9.99 µM. Q15084. ERp5 insulin aggregation, absorbance 650 nm, 90 min. AID 651711. actives 0.05% (n = 350,000);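 active = mean replicate inhibition above about 25%, with every replicate also reaching it, limit read from the data, passing the limit was not always enough; inconclusive = only one of those two criteria met; inactive = neither criterion met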
Target sequence (Q15084 whole entry, looked up): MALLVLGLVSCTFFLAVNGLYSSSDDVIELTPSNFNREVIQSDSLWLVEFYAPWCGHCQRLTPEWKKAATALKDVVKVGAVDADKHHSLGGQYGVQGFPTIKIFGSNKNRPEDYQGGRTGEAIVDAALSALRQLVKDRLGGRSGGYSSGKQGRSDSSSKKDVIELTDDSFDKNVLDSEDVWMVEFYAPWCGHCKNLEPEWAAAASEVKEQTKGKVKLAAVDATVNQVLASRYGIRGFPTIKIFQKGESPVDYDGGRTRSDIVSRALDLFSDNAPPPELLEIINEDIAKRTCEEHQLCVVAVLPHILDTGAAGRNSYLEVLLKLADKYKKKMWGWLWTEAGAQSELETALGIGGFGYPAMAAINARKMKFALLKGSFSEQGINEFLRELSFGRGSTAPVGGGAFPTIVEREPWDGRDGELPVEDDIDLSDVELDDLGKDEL
PglD DTNB – inhibitors of Campylobacter jejuni PglD acetyltransferase. purified PglD enzyme, DTNB colorimetric CoA detection. inhibition, % at 12.5 µM. actives 0.098% (n = 360,000); in the data active = inhibition above about 16%, passing the limit was not always enough; inconclusive = no clear call, values can overlap the other calls; note: strong numbers were not always called active
RAD54 inh – RAD54 (human) branch migration inhibition. Q92698. RAD54 Holliday junction branch migration, FAM/BHQ fluorescence. inhibition, % at 10.4 µM. actives 0.14% (n = 360,000);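 active = mean normalized replicate activity at least 40 and at least half of replicates scoring 40 or more; inconclusive = only one of the two criteria met; inactive = mean below 40 and under half of replicates reaching 40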;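 note: 0% = median of neutral control wells and 100% = median of positive control wells; inhibitors cause a drop in the FAM fluorescence signal; in these data hits start at about 50%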
E-sel inducer – E-selectin induction on HUVECs | HUVEC E-selectin immunofluorescence imaging; normalized: neutral wells 0, TNF-alpha wells 100 | actives 0.37% (n = 260,000) | AID 686992 | activation, % at 7.58 µM;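 active = mean E-selectin-positive cell signal at least 10% of the positive control, reached in at least 60% of replicates, without over 20% cell loss; inconclusive = no rule given, readout overlaps actives, possibly toxicity-flagged; inactive = the rest, including those meeting only one limit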;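 note: in these data hits start at about 27%; measured in HUVEC primary endothelial cells; signal is the percent of cells scored E-selectin positive by PE staining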
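System: HUVEC / Compound: single concentration / Signal: immunofluorescence imaging / Read-out: percent E-selectin-positive cells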
RAD52 anneal inh – blocks human RAD52 DNA annealing. P43351. recombinant RAD52 DNA annealing, FRET fluorescence. inhibition, % at 18.7 µM. actives 0.46% (n = 360,000). AID 651710;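 active = every replicate showing at least 50% inhibition; inconclusive = mean inhibition at least 50% but not in every replicate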
Casp6 inh – caspase-6 (human) enzyme inhibition; inhibition, % at 12.5 µM; P55212; actives 0.53% (n = 350,000); purified caspase-6, Z-VEID-R110 cleavage fluorescence;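 active = mean inhibition across replicates at least about 35%, with every replicate also reaching that limit, limit read from the data; inconclusive = only one of the two criteria met; inactive = neither criterion met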;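 note: 0% = median of neutral control wells and 100% = no fluorescence left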
Target sequence (P55212 24-179 limits assumed): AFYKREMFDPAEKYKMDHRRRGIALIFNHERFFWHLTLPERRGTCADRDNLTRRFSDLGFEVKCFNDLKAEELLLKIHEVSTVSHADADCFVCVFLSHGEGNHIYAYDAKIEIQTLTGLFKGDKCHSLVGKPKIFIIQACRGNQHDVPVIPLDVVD
Target sequence (P55212 194-293 limits assumed): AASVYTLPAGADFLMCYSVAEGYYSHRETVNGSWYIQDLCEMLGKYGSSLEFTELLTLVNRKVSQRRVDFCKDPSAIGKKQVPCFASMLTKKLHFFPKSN
esBAF inh – blocks esBAF chromatin remodeling in mouse ES cells; actives 2% (n = 350,000); Bmi1-luciferase knock-in reporter, 24 h; 100% = twice the neutral-well signal; reporter increase, % at 12.5 µM; in the data active = activation above about 40%; inconclusive = no clear call, values can overlap the other calls;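 note: 0% = median of the plate's neutral control wells and 100% = double that signal; a rise in the Bmi1 reporter signal indicates esBAF inhibition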
ARNT TACC3 PPI – ARNT/TACC3 interaction disruption; AlphaScreen His-ARNT PAS-B/GST-TACC3 binding, luminescence; TACC3 fragment carries E629A point mutation; inhibition, % at 9.99 µM; actives 0.66% (n = 390,000);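 active = mean inhibition of replicates at least 50% and at least half of replicates each reaching 50%; inconclusive = half or more replicates reach 50% but mean below 50%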;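 note: 0% = complete ARNT plus TACC3 wells and 100% = ARNT alone without TACC3; many hits fall short of the cut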
An asterisk follows results filed as active; ? = inconclusive; . = no result given.

Every second line gives: ERp5 block	PglD DTNB	RAD54 inh	E-sel inducer	RAD52 anneal inh	Casp6 inh	esBAF inh	ARNT TACC3 PPI
CS(=O)(=O)NN1C(=O)c2ccccc2NC1c1ccccc1O (centres undefined)
→ 4	2	2	-0.8	-7	3	2	-3
Cc1noc(C)c1NC(=O)N(C)C[C@@H]1Oc2ccc(NC(=O)Cc3ccccc3)cc2CC(=O)N([C@@H](C)CO)C[C@H]1C
→ 0	0	3	-0.1	14	.	-4	-1
COc1cccc(NC(=O)N[C@H]2CC[C@@H](CC(=O)N3CCN(C)CC3)O[C@@H]2CO)c1
→ 0	1	-4	1.0	7	1	4	6
CCN1CCN(CC(=O)NC2CCCCC2)C(=O)C1=O
→ 3	2	9	-0.4	10	2	-6	-6
O=C(COc1ccc(-n2ccnc2)cc1)Nc1cccc(Cl)c1
→ 6	.	.	3.8	7	1	.	8
CCOc1ccc(C(=O)NCc2ccco2)cc1
→ .	2	4	.	.	.	12	-1
CN(CC(=O)Nc1ccccc1Br)C(=O)CNC(=O)c1ccc2c(c1)OCO2
→ 7	2	-5	-0.1	2	4	0	-9
NS(=O)(=O)c1ccc(Sc2ccc3ccccc3c2)nc1
→ 8	-2	8	0.1	-12	-2	-4	.
Cc1ccc(C(=O)Nc2ccccc2C(=O)N2CCCCC2C)cc1 (centres undefined)
→ -1	-1	0	.	1	2	-5	-19
O=C(NC[C@@H]1CCCO1)c1cccc2c1C(=O)c1ccc(N3CCOCC3)cc1S2(=O)=O
→ -2	-5	0	0.3	-55	1	-5	-8
C/C=C/c1ccc([C@H]2[C@@H](CO)N(C(=O)CC)[C@H]2CNC(=O)C2CC2)cc1
→ -6	3	3	-0.1	-52	0	-5	-9
CCCCOc1ccc(S(=O)(=O)NC(=O)C2(C)CCN2C(=O)c2cccc(F)c2)cc1 (centres undefined)
→ 0	3	-1	.	-14	0	-8	.
CC(Oc1ccccc1)C(=O)Nc1nnc(S(=O)(=O)N(C)c2ccccc2)s1 (centres undefined)
→ 1	-1	13	.	-4	0	-8	-12
COc1ccc(-c2csc(N(CCCN(C)C)C(=O)c3ccccc3C)n2)cc1
→ 3	1	11	-0.1	48	-33	-12	16
Cc1cc(NC(=O)C2CCCN(S(=O)(=O)c3c(C)noc3C)C2)n[nH]1 (centres undefined)
→ -7	0	-9	0.7	-6	-1	1	4
Clc1ccc2c(c1)[C@H]1OCC[C@H]1[C@@H](c1ccco1)N2
→ 4	-3	13	-0.3	-17	3	48*	0
COc1cc(-c2cc(C(=O)O)c3cc4c(cc3n2)OCCO4)cc(OC)c1OC
→ -4	2	1	.	-17	1	6	-6
O=C(Nc1cccc(C(F)(F)F)c1)C1C2CC3OC(=O)C1C3C2 (centres undefined)
→ .	5	-3	.	.	.	-3	-3
CCn1cc(SCC(=O)N2CCOCC2)c2ccccc21
→ -5	-5	-8	.	0	-2	52*	.
CN(C)c1ncnc2c1ncn2C1CCCO1 (centres undefined)
→ 0	-1	3	-0.3	-8	-2	.	-5

Fetched by structure from the entries so far (4):
Every second line gives: ERp5 block	PglD DTNB	RAD54 inh	E-sel inducer	RAD52 anneal inh	Casp6 inh	esBAF inh	ARNT TACC3 PPI
C/C=C/c1ccc([C@H]2[C@@H](CO)N(C(=O)CC)[C@H]2CNC(=O)C2CC2)cc1
→ -6	3	3	-0.1	-52	0	-5	-9
CCCCOc1ccc(S(=O)(=O)NC(=O)C2(C)CCN2C(=O)c2cccc(F)c2)cc1 (centres undefined)
→ 0	3	-1	.	-14	0	-8	.
COc1cc(-c2cc(C(=O)O)c3cc4c(cc3n2)OCCO4)cc(OC)c1OC
→ -4	2	1	.	-17	1	6	-6
COc1ccc(-c2csc(N(CCCN(C)C)C(=O)c3ccccc3C)n2)cc1
→ 3	1	11	-0.1	48	-33	-12	16

(continued)
Every second line gives: ERp5 block	PglD DTNB	RAD54 inh	E-sel inducer	RAD52 anneal inh	Casp6 inh	esBAF inh	ARNT TACC3 PPI
CCC(=O)NNC(=O)Cc1c(C)n(C(=O)c2ccc(Cl)cc2)c2ccc(OC)cc12
→ 0	0	-2	.	-3	-5	-1	-9
COc1ccccc1NC(=O)c1cc(Br)ccc1Cl
→ 3	.	.	.	-4	-1	.	-5
COc1ccc(NC(=O)N(C)C[C@H]2OCCCC[C@H](C)Oc3ccc(NC(=O)Nc4ccccc4)cc3C(=O)N([C@@H](C)CO)C[C@H]2C)cc1
→ -1	-2	-4	0.0	-25	-1	-4	0
COc1ccccc1C(=O)NCc1ccco1
→ 4	1	7	0.7	-20	3	-6	-2
CCCCN(CCCC)Cc1ccc(C(=O)NNC(=O)Nc2ccc(F)cc2)o1
→ 3	.	.	1.8	-15	-4	.	11
CCOC(=O)N1CCC(NS(=O)(=O)c2cc3c(cc2Br)CCN3C(=O)CC)CC1
→ 1	.	.	0.9	-6	1	.	16
O=C(CSc1ncnc2nc[nH]c12)N1CCOCC1
→ .	1	17	.	.	.	-4	-10
CCCCOC(=O)C1=C(C)Nc2ncnn2C1c1ccc(OC)c(OC)c1 (centres undefined)
→ .	-1	6	.	.	.	-9	4
Cc1ccc(-c2cnc3c(c2)C(=O)N([C@H](C)CO)C[C@@H](C)[C@H](CN(C)C(=O)c2cccnc2)O3)cc1
→ -7	-3	1	-0.3	-6	-2	-5	-4
Oc1ccc2c(c1)oc1cc(O)ccc12
→ .	4	10	.	.	.	16	9
Cc1ccc(C(=O)N2CCC(C(=O)c3c(C)cc(C)cc3C)CC2)cc1
→ 2	3	4	-0.5	-11	-3	4	-3
C/C(=C\C(=O)c1ccc(Br)cc1)NNC(=O)c1ccc(O)cc1
→ 1	-6	-2	.	-13	-3	0	.
O=C(CC1Sc2ccccc2NC1=O)NCc1ccccc1 (centres undefined)
→ -5	-5	0	-0.3	-5	-4	9	-6
Clc1ccc(SCCCCn2cncn2)cc1
→ .	-3	0	.	.	.	3	-4
O=C(C[C@@H]1C=C[C@H](NC(=O)Nc2cccc(F)c2)[C@@H](CO)O1)NCC1CCCCC1
→ 5	-3	-4	0.0	-5	3	5	0
C[C@@H]1CN([C@H](C)CO)C(=O)c2cc(-c3cncnc3)cnc2O[C@H]1CN(C)Cc1ccccc1
→ 2	0	2	-0.3	3	0	-5	-3
FC(F)(F)c1cccc(N2CCN(CC3CC4C=CC3C4)CC2)c1 (centres undefined)
→ .	4	-20	.	.	.	-10	-27
COc1ccc(NC(=O)CN2CCN(c3nc(-c4ccc(F)cc4)cs3)CC2)c(OC)c1
→ 0	.	.	.	-5	2	6	10
CCC(C)c1ccc(S(=O)(=O)Nc2cccnc2)cc1 (centres undefined)
→ -1	.	.	0.2	-10	6	2	-13
COc1ccccc1N(C)S(=O)(=O)c1ccc(C(=O)NNC(=O)c2ccccc2O)cc1
→ 7	.	.	3.9	3	12	.	.
COc1ccccc1NC(=O)CSc1nnc(C)o1
→ .	-5	4	.	.	.	0	3
O=C(O)c1ccc(/C=C/C(=O)c2ccc3c(c2)OCCCO3)cc1
→ 3	0	4	0.9	-11	5	.	4
COc1ccc(NC(=O)c2ccccc2N2C(=O)C3C4C=CC(C5CC45)C3C2=O)c(OC)c1 (centres undefined)
→ -4	-3	3	.	9	3	-3	.
O=C(CSc1nnc(-c2ccccc2F)n1C1CC1)Nc1ccc2[nH]c(=O)[nH]c2c1
→ 4	.	.	-1.3	-6	0	.	-2
CC(C)NC(=O)COc1coc(CN2CCN(c3cccc(Cl)c3)CC2)cc1=O
→ 5	.	.	3.4	10	7	-1	-3
COC(=O)Cn1ccc(-c2ccc(Cl)cc2)c(C#N)c1=O
→ 7	.	.	0.0	6	2	.	-3
COc1ccc(S(=O)(=O)Nc2ccc3c(c2)OC[C@@H](C)N(C)C[C@@H](C)[C@H](OC)CN(C)C3=O)cc1
→ 4	5	-4	0.0	-1	0	5	1
Cc1cc(NC(=O)C2CC2)ccc1NC(=O)c1cccs1
→ 5	.	.	.	-13	0	3	-4
O=C1CCC(/C=C/c2ccccc2)=NN1Cc1ccccc1
→ 5	.	.	.	-7	2	.	5
Cc1cc(C)c(C(=O)OCCNC(=O)c2cccnc2)cc1C
→ .	1	-15	.	.	.	-11	-3
CCOC(=O)C1=C(N)n2c(s/c(=C\c3cccnc3)c2=O)=C(C#N)C1c1cccnc1 (centres undefined)
→ 3	.	.	-0.9	0	0	.	-4
CCCCN1C[C@H](Cc2ccccc2)[C@@H](CC(=O)Nc2ccccc2)C1=O
→ 15	0	1	.	-5	3	0	16
COCCCN1C(=O)C(CC(=O)NC2CC2)CC(C(=O)N2CCOCC2)=C1C (centres undefined)
→ 12	3	8	0.8	8	-2	-3	.
N=c1c(C(=O)NCCc2ccccc2)cc2c(=O)n3ccccc3nc2n1CC1CCCO1 (centres undefined)
→ -8	-8	13	.	4	-1	-1	-6
CN(C)c1ccc(NC(=O)CSCc2nc3c(nnn3Cc3ccc(F)cc3)c(=O)[nH]2)cc1
→ .	6	12	.	.	.	-4	-4
COc1ccc(N(C)S(=O)(=O)c2cccc(C(=O)NC3CCCC3)c2)cc1
→ 4	3	0	.	-14	.	15	-2
Cc1nnc(SCC(=O)Nc2nsc(-c3ccc(C(C)(C)C)cc3)n2)s1
→ -2	5	5	.	-12	1	36	1
Cc1nc(SCC(=O)Nc2ccccn2)n[nH]1
→ -9	.	.	9.3	-15	1	.	-6
CC(C)(C)S(=O)(=O)N1C[C@@H]2C(=CC[C@H]3C(=O)N(c4ccccc4)C(=O)[C@@H]23)[C@@H]1CCO
→ -2	2	-9	0.1	-18	4	4	-6
COc1ccc(CCCc2nnc(SCC(=O)Nc3ccccc3F)o2)cc1
→ 7	.	.	.	-26	-2	.	-3
Nc1cc(N)nc(SCC(=O)NCC(=O)Nc2ccc(F)c(F)c2F)n1
→ 6	0	9	0.0	-18	5	-5	-4
O=C1NN(c2ccccc2)C(=O)/C1=C/c1ccc(Sc2ccc(Cl)cc2)o1
→ 1	.	.	.	-31	40*	2	2
O=C(O)C1CC=CCC1C(=O)Nc1cccnc1 (centres undefined)
→ -5	6	-2	.	-2	-1	-4	21
Cc1c(NC(=O)c2cc(C(C)C)on2)c(=O)n(-c2ccccc2)n1C
→ 8	.	.	.	-11	1	.	-4
Cc1ccc(CNc2ccc3nnc(-c4ccccc4)n3n2)cc1
→ 4	1	-11	?	-4	-1	23	-6
CCOC(=O)C1CCCN(C(=O)c2cc3cc4ccc(OC)cc4nc3o2)C1 (centres undefined)
→ .	-1	-5	.	.	.	-7	-3
O=C(C[C@@H]1CC[C@H]2[C@@H](COC[C@@H](O)CN2C(=O)c2cnccn2)O1)NCc1ccc(Cl)cc1
→ -5	0	4	-0.3	-1	1	0	-11
CC(=O)NC(CCS(C)(=O)=O)C(=O)Nc1ccccc1 (centres undefined)
→ -10	0	-4	0.1	2	1	-10	-2
COc1ccccc1N1CCN(C(=O)c2ccc3noc(-c4ccccc4)c3c2)CC1
→ -3	-4	-9	-0.1	-27	2	11	.
CC(=O)N(C)C[C@H]1Oc2cc(-c3ccccc3F)ccc2S(=O)(=O)N([C@H](C)CO)C[C@H]1C
→ -1	0	0	-0.2	-8	0	7	13

(more compounds)
Every second line gives: ERp5 block	PglD DTNB	RAD54 inh	E-sel inducer	RAD52 anneal inh	Casp6 inh	esBAF inh	ARNT TACC3 PPI
COc1ccc(C)cc1NC(=O)CCNC(=O)c1ccco1
→ 2	2	-7	-0.2	-8	-3	1	31
C[C@@H]1CCCCO[C@H](CN(C)C(=O)c2ccccc2)[C@H](C)CN([C@@H](C)CO)C(=O)c2cc(NC(=O)c3ccncc3)ccc2O1
→ 5	5	4	-0.3	-3	1	5	2
O=[N+]([O-])c1cc(-n2cnnn2)ccc1N1CCC(Cc2ccccc2)CC1
→ .	-1	-4	.	.	.	-9	20
S=c1[nH]nc(Cn2cnc3ccccc32)n1-c1ccccc1
→ 5	.	-5	0.3	-13	.	-2	8
